EBI2 block: antagonists of human EBI2 receptor; P32249; actives 0.81% (n = 360,000); EBI2 beta-arrestin recruitment, luminescence, 7a,25-OHC stimulated; inhibition, % at 5 µM; AID 651636; in the data active means inhibition above about 38%;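 further: enzyme fragment complementation signal reports receptor beta-arrestin coupling in cells; 0% = agonist plus DMSO wells and 100% = wells without agonist; some results beyond the cut were filed as inactive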
CCR6 antag: antagonists of human CCR6 receptor; P51684; CHO-K1 CCR6 PathHunter beta-arrestin, luminescence, CCL20-stimulated; inhibition, % at 20 µM; actives 0.49% (n = 340,000); AID 493098;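 active means compounds whose inhibition of the agonist-driven luminescence signal at 20 µM reaches about 50%, limit read from the data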;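 further: cells stimulated with CCL20 at 14 nM final; plate controls were DMSO with CCL20 for no effect and DMSO without agonist for full effect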
Target sequence (P51684 whole entry, looked up): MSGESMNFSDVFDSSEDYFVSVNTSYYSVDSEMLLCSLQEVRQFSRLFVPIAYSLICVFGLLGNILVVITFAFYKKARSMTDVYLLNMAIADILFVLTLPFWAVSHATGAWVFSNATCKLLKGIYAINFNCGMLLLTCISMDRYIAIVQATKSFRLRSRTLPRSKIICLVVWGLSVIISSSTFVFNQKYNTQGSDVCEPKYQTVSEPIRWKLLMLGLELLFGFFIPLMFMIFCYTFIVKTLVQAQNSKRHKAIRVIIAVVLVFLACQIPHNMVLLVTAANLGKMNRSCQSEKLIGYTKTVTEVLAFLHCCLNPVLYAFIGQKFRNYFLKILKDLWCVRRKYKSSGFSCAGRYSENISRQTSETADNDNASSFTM
APJ agonist: agonists of human APJ apelin receptor; P35414; CHO-K1 APJ PathHunter beta-arrestin, luminescence; 0% DMSO wells, 100% apelin; activation, % at 20 µM; actives 0.11% (n = 330,000);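 active means activation more than six SD over the plate average, tested at 20 µM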;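 further: 0% = DMSO alone and 100% = apelin-13 at 10 nM; some results filed as inactive read as strong as hits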
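Assay system: engineered CHO-K1 APJ arrestin reporter cells; Amount: 1000 CHO-K1 reporter cells seeded per well; Dosing: one dose, 20 µM compound, 1% DMSO; Times: compound stimulation 90 min at 25 °C, detection 60 min; Measured by: luminescent beta-gal fragment complementation, chemiluminescent substrate; Read-out: APJ–arrestin association signal; Controls: DMSO vs Apelin-13 10 nM.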
Gli-Sufu antag: blocks Gli-Sufu signaling in a luciferase reporter. Sufu-KO-LIGHT fibroblasts, Gli luciferase reporter luminescence. inhibition, % at 5 µM. actives 0.74% (n = 340,000);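 active means inhibition above about 55%, limit read from the data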;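 further: 0% = DMSO-treated cells and 100% = wells with medium but no cells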
UBC13 polyUb: human UBC13 polyubiquitination inhibition; UBC13 polyubiquitin chain formation, TR-FRET; inhibition, % at 20 µM; actives 0.47% (n = 330,000); in the data active means inhibition above about 45%, passing the limit was not always enough
Target sequence (P61088 whole entry, looked up): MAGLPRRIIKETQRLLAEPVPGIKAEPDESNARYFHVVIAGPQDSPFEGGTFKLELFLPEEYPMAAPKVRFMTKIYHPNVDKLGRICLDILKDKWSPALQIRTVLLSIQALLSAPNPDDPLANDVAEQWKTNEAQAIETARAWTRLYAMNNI
CXCR6 block: inhibitors of human CXCR6 receptor | inhibition, % at 20 µM | O00574 | CHO-K1 PathHunter CXCR6 beta-arrestin, luminescence | actives 0.36% (n = 360,000); in the data active means inhibition above about 34%, passing the limit was not always enough;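 further: antagonist mode with CXCL16 agonist at 10 nM final; 0% = 10 nM CXCL16 with DMSO and 100% = unstimulated wells without agonist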
Target sequence (O00574 whole entry, looked up): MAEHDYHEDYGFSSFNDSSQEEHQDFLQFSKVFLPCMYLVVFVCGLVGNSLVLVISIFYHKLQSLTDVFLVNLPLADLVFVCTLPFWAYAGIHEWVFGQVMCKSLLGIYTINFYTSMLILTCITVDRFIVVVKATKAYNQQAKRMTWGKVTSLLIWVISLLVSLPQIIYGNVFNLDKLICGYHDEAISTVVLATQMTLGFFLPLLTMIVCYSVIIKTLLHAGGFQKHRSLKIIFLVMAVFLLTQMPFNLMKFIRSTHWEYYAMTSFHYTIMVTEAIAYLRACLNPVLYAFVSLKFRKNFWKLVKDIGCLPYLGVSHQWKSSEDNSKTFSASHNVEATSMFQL
APJ antag: antagonists of human APJ apelin receptor; P35414; CHO-K1 APJ beta-arrestin complementation, luminescence; inhibition, % at 20 µM; actives 0.32% (n = 330,000); AID 2521;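 active means inhibition above about 40% at 20 µM, limit read from the data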;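 further: cells challenged with 10 nM apelin-13 agonist together with compound; plate controls were apelin-13 plus DMSO wells for no effect and DMSO wells lacking apelin-13 for full effect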
ATG4B inh: inhibitors of human ATG4B cysteine protease; Q9Y4P1; ATG4B cleavage of LC3-PLA2, NBD-HPC fluorescence, 1 h; actives 0.51% (n = 340,000); AID 504462; inhibition, % at 8.33 µM; in the data active means inhibition above about 40%
Numbers without * were called inactive; x = not tested or not shown.

SMILES | EBI2 block | CCR6 antag | APJ agonist | Gli-Sufu antag | UBC13 polyUb | CXCR6 block | APJ antag | ATG4B inh
COC(=O)c1[nH]c2c(c1C)C(=O)CCC2 | 3 | -2 | -1 | -4 | -2 | -5 | 17 | -4
COc1ccc2c(Cl)c(-c3nnco3)sc2c1 | -4 | -24 | -5 | -29 | -7 | 1 | -15 | -6
C=CCCCCCCCCc1nc(SCC(=O)O)n[nH]1 | -3 | 8 | -6 | 3 | -1 | 7 | 2 | 7
O=C(COc1ccccc1F)OCC(=O)c1ccc([N+](=O)[O-])cc1 | -5 | -14 | 3 | 33 | -12 | -14 | -18 | 1
COc1ccccc1CNC(=O)COC(=O)c1ccc(Cl)c(N)c1 | 3 | 11 | -4 | 46 | 7 | 0 | -5 | 2
CCCSc1ccc([C@@H]2[C@H]3C(=O)N(CC)C(=O)[C@H]3[C@]3(C(=O)OC)CCCCN23)cc1OC | 4 | 12 | -3 | -9 | 5 | 7 | -42 | -10
COc1cc(C(=O)NC(C)Cc2ccccn2)ccc1OC1CCN(C(C)=O)CC1 (centres undefined) | -10 | 8 | 2 | -5 | 4 | -11 | -7 | 2
O=C1CC(c2ccccc2)CC(=O)N1c1ccc(C(F)(F)F)cc1 | 0 | -4 | -3 | -4 | -21 | 0 | 3 | 5
O=C(NCc1ccccc1CN1CCCC1)C1CCN(S(=O)(=O)c2ccc(Cl)cc2)CC1 | 5 | 11 | -3 | 18 | 10 | 10 | -5 | 1
COc1ccnc(Oc2ccccc2)c1C#N | 5 | 23 | 1 | -8 | 6 | 1 | -4 | 5
CCOc1ccc(-c2cccc(NS(=O)(=O)c3cc([N+](=O)[O-])ccc3Cl)c2)nn1 | -17 | 7 | 11 | -16 | -20 | -2 | 8 | -3
O=C(c1cccc(Cl)c1)N1CCC(=O)N(C(COCc2cccc(Cl)c2)Cc2ccccc2)CC1 (centres undefined) | 2 | 10 | 18 | 12 | 8 | -3 | -11 | 0
O=C(C1CCC(=O)N(C2CC2)C1)N1CCN(c2ccccc2Cl)CC1 (centres undefined) | -10 | 18 | -3 | 1 | 4 | -1 | -1 | 8
CCN1CCN(CCCNC(=O)CS(=O)(=O)Cc2nc(-c3ccccc3C)oc2C)CC1 | -1 | 3 | 1 | 12 | -1 | -2 | -7 | 2
CCc1nc(Nc2ccccc2)c2nnn(Cc3ccccc3)c2n1 | 10 | -2 | 2 | 15 | 5 | -3 | -20 | -8
O=[N+]([O-])c1ccc(Cl)c(/C=N/Nc2nc(N3CCOCC3)nc(N3CCOCC3)n2)c1 | -7 | -7 | 0 | 11 | 1 | -9 | -4 | -14
CC(C)=C(NC(=O)c1ccccc1)C(=O)N1CCOCC1 | -3 | -4 | 3 | 3 | -4 | -2 | 2 | 5
CCc1nonc1NC(=O)c1oc2cc(C)c(Cl)cc2c1C | 2 | 10 | -1 | -3 | -2 | 4 | 13 | 2
c1ccc2c(c1)nnn2-c1ncnc2sccc12 | 4 | 14 | -2 | -10 | 1 | 2 | 11 | -1
O=C(Nc1ccc(N2CCN(C(=O)c3ccccc3)CC2)c(Cl)c1)c1ncn[nH]1 | 0 | 0 | 0 | -3 | -5 | -6 | -6 | 3
Cc1ccc(NC(=O)CCc2nnc3ccc(N4CCOCC4)nn23)cc1C | -5 | 1 | -2 | 1 | -3 | -1 | 1 | 2
COc1cccc(N2CC34C=CC(O3)C(C(=O)O)C4C2=O)c1 (centres undefined) | -7 | -4 | -3 | 12 | 0 | 6 | 21 | -1
COc1cc(CNc2ccc3[nH]c(=O)[nH]c3c2)ccc1OCc1ccccc1F | -2 | -2 | 6 | 3 | 2 | -9 | -5 | 4
S=C(NCc1ccco1)NCc1ccccc1Cl | 3 | 9 | 0 | -4 | -5 | -7 | 11 | 13
Cc1ccc(C)c(Oc2ncnc(N)c2[N+](=O)[O-])c1 | -10 | 16 | -3 | 0 | 3 | -10 | -13 | -12

14 of these compounds in a different format.
SMILES	EBI2 block	CCR6 antag	APJ agonist	Gli-Sufu antag	UBC13 polyUb	CXCR6 block	APJ antag	ATG4B inh
O=C(c1cccc(Cl)c1)N1CCC(=O)N(C(COCc2cccc(Cl)c2)Cc2ccccc2)CC1 (centres undefined)	2	10	18	12	8	-3	-11	0
O=C(C1CCC(=O)N(C2CC2)C1)N1CCN(c2ccccc2Cl)CC1 (centres undefined)	-10	18	-3	1	4	-1	-1	8
CCN1CCN(CCCNC(=O)CS(=O)(=O)Cc2nc(-c3ccccc3C)oc2C)CC1	-1	3	1	12	-1	-2	-7	2
CCc1nc(Nc2ccccc2)c2nnn(Cc3ccccc3)c2n1	10	-2	2	15	5	-3	-20	-8
O=[N+]([O-])c1ccc(Cl)c(/C=N/Nc2nc(N3CCOCC3)nc(N3CCOCC3)n2)c1	-7	-7	0	11	1	-9	-4	-14
CC(C)=C(NC(=O)c1ccccc1)C(=O)N1CCOCC1	-3	-4	3	3	-4	-2	2	5
CCc1nonc1NC(=O)c1oc2cc(C)c(Cl)cc2c1C	2	10	-1	-3	-2	4	13	2
c1ccc2c(c1)nnn2-c1ncnc2sccc12	4	14	-2	-10	1	2	11	-1
O=C(Nc1ccc(N2CCN(C(=O)c3ccccc3)CC2)c(Cl)c1)c1ncn[nH]1	0	0	0	-3	-5	-6	-6	3
Cc1ccc(NC(=O)CCc2nnc3ccc(N4CCOCC4)nn23)cc1C	-5	1	-2	1	-3	-1	1	2
COc1cccc(N2CC34C=CC(O3)C(C(=O)O)C4C2=O)c1 (centres undefined)	-7	-4	-3	12	0	6	21	-1
COc1cc(CNc2ccc3[nH]c(=O)[nH]c3c2)ccc1OCc1ccccc1F	-2	-2	6	3	2	-9	-5	4
S=C(NCc1ccco1)NCc1ccccc1Cl	3	9	0	-4	-5	-7	11	13
Cc1ccc(C)c(Oc2ncnc(N)c2[N+](=O)[O-])c1	-10	16	-3	0	3	-10	-13	-12

Going on with the list.
SMILES | EBI2 block | CCR6 antag | APJ agonist | Gli-Sufu antag | UBC13 polyUb | CXCR6 block | APJ antag | ATG4B inh
Cn1c(-c2sccc2OCc2ccccc2)n[nH]c1=S | -6 | 17 | -4 | 5 | 9 | 2 | 4 | 7
CCN1CCc2c(OCC(=O)Nc3ccccc3)cccc2C1=O | -3 | 4 | 0 | -8 | 2 | 5 | 4 | 8
CCCCc1ccc(-c2nc(N)n[nH]2)cc1 | -2 | 2 | -5 | -67 | 1 | 4 | -11 | -9
O=C1C(=O)N(Cc2cccnc2)C(c2ccccn2)/C1=C(/O)c1ccc(F)cc1 (centres undefined) | -4 | 12 | 0 | -2 | 1 | -3 | 4 | -1
CC(=O)Nc1cc2c(cc1C(=O)c1ccccc1)OCCO2 | 4 | 12 | -6 | -6 | -6 | 0 | 10 | 6
CCCn1c(SCC(=O)N2c3ccccc3Sc3ccccc32)nc2c1c(=O)n(C)c(=O)n2C | 23 | 10 | -3 | 11 | -2 | 10 | 6 | -11
O=C(c1ccc(N2CCCC2=O)cc1)N1CCN(c2ccccc2)CC1 | 9 | 14 | -2 | -1 | -14 | 3 | 10 | 3
Cc1c(Br)cc(C(=O)N2CCN(CCO)CC2)c(C)c1C | 1 | 2 | -7 | 9 | -2 | 1 | 0 | -10
Cc1ccccc1Cn1ccc(NC(=O)c2onc(C)c2Cl)n1 | -6 | 3 | -2 | -14 | 9 | 9 | 3 | 1
CC(C)c1ccc(NC(=O)COC(=O)[C@@H]2CCCN2C(=O)c2cccs2)cc1 | -1 | 5 | -3 | -12 | 5 | -7 | 4 | -9
CC(C)c1ccc(NC(=O)N2CCN(S(=O)(=O)c3ccccc3)CC2)cc1 | -3 | -10 | -2 | 7 | 2 | -1 | -15 | -11
COc1ccc(C(=O)NNC(=O)C23CC4CC(CC(C4)C2)C3)c(OC)c1 | -9 | 0 | -1 | 1 | 5 | 2 | 17 | -5
COc1ccc(CC(=O)Nc2ccc(S(=O)(=O)NC(C)C)cc2)cc1 | -8 | -10 | -2 | 0 | 10 | 1 | 12 | -7
COc1ccc(OC)c(C(=O)COC(=O)c2[nH]c(C)c(C(C)=O)c2C)c1 | -3 | 8 | -8 | -4 | 17 | -1 | 11 | -4
CCCC(=O)N(Cc1cc(=O)[nH]c2ccccc12)c1cccc(C)c1 | 6 | 0 | -4 | 8 | 8 | 4 | 13 | 7
NC(N)=NS(=O)(=O)c1ccc(NC(=S)NC(=O)Cc2ccc(Cl)cc2)cc1 | 6 | 15 | 1 | -2 | -2 | 1 | 4 | -8
CN(C(=O)c1ccc(NC(=O)Cc2cccc(NC(=O)C3CCCN(C(=O)CCc4ccccc4)C3)c2)cc1)C1CC1 (centres undefined) | 1 | 12 | x | 8 | x | 4 | x | -10
COc1ccccc1NC(=O)CN1CCN(c2ccc(Cl)cc2)CC1 | 7 | -8 | 1 | 4 | 12 | -2 | -13 | -4
COc1ccc(C2=CC(=O)C[C@H](c3ccc(F)cc3)C2)c(F)c1F | 12 | 20 | -5 | 7 | 9 | -3 | -6 | 3
C=C(C)C1(O)OC(=O)C=C1OC (centres undefined) | -7 | -4 | -2 | -5 | -4 | -13 | -47 | -10
COc1cc(NC(=S)N2CCN(CCO)CC2)c(OC)cc1Cl | -2 | -5 | 0 | 0 | -17 | -3 | 15 | 2
CCCCCn1c(Br)nc2c1c(=O)n(CC(N)=O)c(=O)n2C | -1 | 16 | -3 | 9 | 0 | 8 | -1 | -6
CCc1cc(=O)oc2cc(C)cc(OC(C)C(=O)NC3CCN(Cc4ccccc4)CC3)c12 (centres undefined) | 6 | 21 | -4 | 20 | 19 | 10 | 11 | -11
COC(=O)C(C(=O)OC)C(CC(=O)c1ccc(Br)cc1)c1ccccc1 (centres undefined) | 9 | 18 | x | 7 | x | -2 | x | -6
CC(C)c1ccccc1NC(=O)CNCCc1ccc(C(F)(F)F)cc1 | 5 | -4 | -1 | 12 | 1 | -4 | -13 | 9
New compounds follow
SMILES | EBI2 block | CCR6 antag | APJ agonist | Gli-Sufu antag | UBC13 polyUb | CXCR6 block | APJ antag | ATG4B inh
OCCNc1nc(Nc2ccccc2C(F)(F)F)nc(N2CCCC2)n1 | 7 | 1 | -3 | 8 | 10 | 5 | 14 | -7
COc1ccc(SCCc2nnc(-c3ccccc3)o2)cc1 | -4 | -1 | 0 | -6 | 4 | -5 | -8 | -4
COc1cccc(CNS(=O)(=O)c2ccc3c(c2)CC(C)N3C(=O)C2CC2)c1 (centres undefined) | 3 | -1 | 4 | 3 | -1 | -13 | 11 | -12
O=C(Cc1c(F)cccc1Cl)OCC(=O)N1CCc2ccccc21 | 4 | 13 | -3 | -2 | 9 | 4 | 9 | -2
CCOc1ccccc1NC(=O)NC(C)c1ccncc1 (centres undefined) | -12 | -1 | 0 | -10 | 0 | -1 | 15 | -15
O=C(CSc1nc(-c2ccc(F)cc2)cs1)N1CCN(C(=O)c2ccco2)CC1 | 4 | 9 | 0 | 7 | 5 | -12 | 9 | -8
CC(C)N1CCN(Cc2ccsc2)CC1CCO (centres undefined) | -3 | -25 | 0 | -13 | -6 | -1 | 4 | 11
CCCC(=NCC(=O)O)C1=C(O)C(C(=O)OC)C(C)(C)CC1=O (centres undefined) | 3 | -13 | -2 | -3 | -3 | -1 | 8 | -5
CCOCC(=O)Nc1c(C(=O)Nc2ccc3c(c2)OCO3)oc2ccccc12 | 4 | 13 | 1 | -26 | 4 | 6 | 23 | 1
Cc1ccccc1-n1ncc2c1CC(C)(C)CC2NC(=O)CCCN1CCCC1=O (centres undefined) | -4 | 3 | 5 | -9 | -1 | 5 | -2 | -14
